High-throughput results deposited in PubChem by several laboratories.
SSB-PriA inh: blocks PriA binding to SSB C-terminal tail | AlphaScreen SSBct-PriA binding, biotinylated peptide | 430,000 tested, 0.6% active | inhibition, % at 33 µM; in the data active = inhibition mostly above about 37%, no sharp cut-off; inactive = mostly below about 20%;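 also: plate controls were negative control peptide for no effect and reference peptide for full effect; strong numbers were not always called active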
UGM FP inh: inhibitors of M. tuberculosis UDP-galactopyranose mutase | purified UGM, fluorescence polarization probe displacement | AID 504406 | P9WIQ1 | 320,000 tested, 0.06% active | inhibition, % at 10 µM; in the data active = inhibition above about 10%, passing the limit was not always enough
Rv3671c inh: inhibitors of M. tuberculosis serine protease Rv3671c; inhibition, % at 5.96 µM; 320,000 tested, 0.048% active; in the data active = inhibition above about 38%;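 also: extracellular domain of Rv3671c used as enzyme; 0% = enzyme with DMSO and 100% = no enzyme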
VHR inh abs: blocks human VHR1 dual specificity phosphatase; P51452; recombinant VHR phosphatase, pNPP absorbance; inhibition, % at 13.3 µM; 290,000 tested, 0.52% active; in the data active = inhibition above about 50%; also: some compounds called inactive have numbers as strong as hits
Target sequence (P51452 whole entry, looked up): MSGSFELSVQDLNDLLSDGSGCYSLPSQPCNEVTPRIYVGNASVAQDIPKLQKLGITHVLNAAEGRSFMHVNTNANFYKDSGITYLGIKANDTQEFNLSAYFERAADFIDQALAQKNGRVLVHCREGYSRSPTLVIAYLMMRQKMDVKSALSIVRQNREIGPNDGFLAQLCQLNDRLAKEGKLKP
3CLpro inhibitor: SARS-CoV 3CLpro protease inhibition; P0C6X7; recombinant SARS-CoV 3CLpro, quenched FRET peptide cleavage; inhibition, % at 6 µM; 290,000 tested, 0.14% active; in the data active = inhibition above about 12%
FBA Mtb inh: inhibitors of M. tuberculosis fructose-bisphosphate aldolase; AID 588726; purified M. tuberculosis FBA, fluorescence read-out; P9WQA3; 360,000 tested, 2.3% active; inhibition, % at 1 µM; in the data active = inhibition above about 27%;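 also: 0% = vehicle and 100% = reference inhibitor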
Target sequence (P9WQA3 whole entry, looked up): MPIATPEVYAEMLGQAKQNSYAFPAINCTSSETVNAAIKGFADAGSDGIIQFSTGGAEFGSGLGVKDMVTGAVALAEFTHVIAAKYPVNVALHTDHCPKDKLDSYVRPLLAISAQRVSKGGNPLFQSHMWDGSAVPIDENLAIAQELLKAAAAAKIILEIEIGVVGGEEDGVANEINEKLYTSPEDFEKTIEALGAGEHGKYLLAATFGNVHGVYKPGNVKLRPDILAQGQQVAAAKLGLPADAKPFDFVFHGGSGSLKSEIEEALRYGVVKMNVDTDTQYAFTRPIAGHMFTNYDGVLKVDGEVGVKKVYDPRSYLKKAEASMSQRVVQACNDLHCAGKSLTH
GDH-TPI counter: inhibits GDH-TPI coupling enzymes, artifact for Mtb FBA screen; GDH-TPI coupled enzyme counterscreen, NADH absorbance; inhibition, % at 4.8 µM; 360,000 tested, 1.2% active; AID 588335; in the data active = inhibition above about 30%;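 also: 0% = DMSO wells and 100% = wells lacking the enzyme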
BH1578 lux ind: quorum light induction in luxS cqsA deficient V. cholerae. V. cholerae BH1578 lux reporter, luminescence, 6 h. activation, % at 18.7 µM. 350,000 tested, 0.16% active; in the data active = activation mostly above about 9.7%, no sharp cut-off; also: not every result past the cut was called active; inactives centre near 0; reference of the scale not given here
Mtb BioA inh: blocks M. tuberculosis BioA enzyme activity | 360,000 tested, 0.096% active | purified M. tuberculosis BioA enzyme, plate reader | inhibition, % at 9.99 µM; in the data active = inhibition above about 40%
MazF activator: activators of E. coli MazEF toxin-antitoxin RNase. P0AE70. FAM/BHQ RNA-DNA oligo cleavage fluorescence, 5 h. activation, % at 20 µM. 350,000 tested, 0.32% active. AID 504720; in the data active = activation above about 50%
Target sequence (P0AE70 whole entry, looked up): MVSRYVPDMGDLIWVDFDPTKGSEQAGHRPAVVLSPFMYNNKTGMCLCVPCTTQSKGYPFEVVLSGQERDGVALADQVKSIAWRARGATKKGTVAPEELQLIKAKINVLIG
* = called active by the depositor; i = inactive; . = no result given; & = joins results of further samples.

SMILES	SSB-PriA inh	UGM FP inh	Rv3671c inh	VHR inh abs	3CLpro inhibitor	FBA Mtb inh	GDH-TPI counter	BH1578 lux ind	Mtb BioA inh	MazF activator
Cc1ccc(Nc2cc(C)nc3c(C)cccc23)cc1	5	5.3	-2	25	0	1	32*	-0.7	5.5	14
O=C(/C=C/c1cccc([N+](=O)[O-])c1)Nc1ccc(Cl)cn1	7	-1.7	-4	31	4	0	6	i	.	4
COc1cc(C(=O)Nc2ccccc2N2CCOCC2)ccc1OCC(=O)N1CCOCC1	10	0.7	-2	.	.	1	6	i	-0.7	-3
Cc1ccc(-n2c(SCC(N)=O)nnc2-c2cnccn2)cc1	-21	2.6	8	46	-1	2	-10	i	1.1	-3
COCc1nnc(NC(=O)c2ccc3c(c2)OCO3)s1	-14	-1.3	9	1	6	1	11	-0.3	2.0	4
CCN1C(=O)C(CC(=O)NC)N(NC(=O)c2ccccc2)C1=S (centres undefined)	-9	-0.4	2	7	-7	0	6	-0.2	-0.6	0
COC(=O)Cc1cc(=O)n2c(nc3ccccc32)[nH]1	-3	1.0	2	.	1	65*	14	-0.8	-0.2	9
O=C1c2ccccc2C(=O)N1CCCC(=O)N1CCc2ccccc21	4	2.3	-12	8	-3	7	2	0.1	.	-4
CNC(=O)CCc1ccc(OC)cc1	-9	-3.2	-2	5	2	4	3	-0.2	-0.5	9
COc1cccc(CNC(=O)CCNC(=O)c2ccco2)c1	-25	2.4	8	.	.	3	0	-1.2	-0.9	-7
CC(=O)Nc1ccc(S(=O)(=O)NNC(=O)c2cccc(Br)c2)cc1	12	1.5	7	2	8	2	-4	-0.3	.	25
Cc1[nH]c2ccccc2c1C(=O)CN1CCC(C)CC1	-31	4.9	1	24	3	1	3	i	-0.8	3
O=C(COc1ccc(Cl)cc1Cl)N1CCCN(C(=O)COc2ccc(Cl)cc2Cl)CC1	-14	-2.5	-10	-21	3	0	6	0.3	2.3	-3
CCN1C[C@@H]2[C@@H]3C(=O)N(Cc4ccccc4)C(=O)[C@@H]3[C@](C)(C1=O)N2C(=O)c1ccc(C)cc1	0	.	.	.	.	1	0	-0.3	-0.8	3
CCOc1ccc(/C(C)=N/NC(=O)Cn2nc([N+](=O)[O-])cc2C)cc1	.	2.2	-3	-6	3	-4	-2	1.5	.	-1
CCOC(=O)C1(C(N)=O)OC1(c1ccc(Cl)cc1)c1ccccc1Cl (centres undefined)	-13	.	.	.	.	0	6	-2.0	0.6	4
CC1Oc2ccc(C#N)cc2N(Cc2cccc(F)c2)C1=O (centres undefined)	.	.	.	.	.	4	15	3.3	-2.2	.
CC1(C)O[C@@H]2CC3C4C[C@H](F)C5=CC(=O)C=CC5(C)C4C(O)CC3(C)[C@]2(C(=O)CO)O1 (some centres undefined)	-20	3.5	5	.	.	0	-8	-0.6	-0.5	11
O=C(NCCCN1CCCC1=O)Nc1ccc([N+](=O)[O-])cc1	-8	0.7	0	10	3	-2	21	1.1	1.7	4
Cn1ncc(Br)c1C(=O)NC1CCCC1	-4	-1.3	-6	33	-5	-1	6	-0.9	5.1	3
CC(=O)NC(Cc1ccccc1F)C(=O)NC1CCN(C(=O)c2cnccn2)CC1 (centres undefined)	4	1.6	8	4	-7	-1	10	-0.1	.	-1
COc1ccc(OCC(=O)NCC(c2cccs2)N2CCOCC2)cc1 (centres undefined)	-18	-0.8	10	.	.	-1	2	-1.1	0.4	-2
O=C(Cc1ccccc1)NCC(=O)Nc1cccc(Cl)c1	4	0.8	1	27	0	-2	-4	i	-0.4	0
Cc1sc(NC(=O)c2ccccc2)c(C#N)c1-c1ccccc1	4	2.6	-14	8	1	-1	21	-0.2	.	4
COc1cccc(OP(=O)(Nc2ccccc2)Oc2cccc(OC)c2)c1	-24	-1.5	-14	48	-1	1	-8	i	0.9	0

Entries of single compounds as entered above.
`COc1ccc(OCC(=O)NCC(c2cccs2)N2CCOCC2)cc1` (centres undefined) as listed: SSB-PriA inh: -18; UGM FP inh: -0.8; Rv3671c inh: 10; VHR inh abs: .; 3CLpro inhibitor: .; FBA Mtb inh: -1; GDH-TPI counter: 2; BH1578 lux ind: -1.1; Mtb BioA inh: 0.4; MazF activator: -2
`O=C(COc1ccc(Cl)cc1Cl)N1CCCN(C(=O)COc2ccc(Cl)cc2Cl)CC1` as listed: SSB-PriA inh: -14; UGM FP inh: -2.5; Rv3671c inh: -10; VHR inh abs: -21; 3CLpro inhibitor: 3; FBA Mtb inh: 0; GDH-TPI counter: 6; BH1578 lux ind: 0.3; Mtb BioA inh: 2.3; MazF activator: -3

Ordered by number of heavy atoms (falling): some entries from above
SMILES	SSB-PriA inh	UGM FP inh	Rv3671c inh	VHR inh abs	3CLpro inhibitor	FBA Mtb inh	GDH-TPI counter	BH1578 lux ind	Mtb BioA inh	MazF activator
COc1cc(C(=O)Nc2ccccc2N2CCOCC2)ccc1OCC(=O)N1CCOCC1	10	0.7	-2	.	.	1	6	i	-0.7	-3
O=C1c2ccccc2C(=O)N1CCCC(=O)N1CCc2ccccc21	4	2.3	-12	8	-3	7	2	0.1	.	-4
COCc1nnc(NC(=O)c2ccc3c(c2)OCO3)s1	-14	-1.3	9	1	6	1	11	-0.3	2.0	4
Cn1ncc(Br)c1C(=O)NC1CCCC1	-4	-1.3	-6	33	-5	-1	6	-0.9	5.1	3

More results:
SMILES	SSB-PriA inh	UGM FP inh	Rv3671c inh	VHR inh abs	3CLpro inhibitor	FBA Mtb inh	GDH-TPI counter	BH1578 lux ind	Mtb BioA inh	MazF activator
CC12CCC(c3n[nH]c(=S)nc31)C2(C)C (centres undefined)	-17	-0.8	-1	-8	-9	1	15	-0.1	.	1
COc1ccccc1N1CC(C(=O)Nc2nnc(SCC(=O)NCC3CCCO3)s2)CC1=O (centres undefined)	-1	0.6	2	-4	1	2	5	i	-0.1	-2
CS(=O)(=O)N1CCN(c2cnn(-c3ccccc3)c(=O)c2Cl)CC1	-9	0.5	4	13	-6	2	5	i	2.2	-11
O=C1C2C3C=CC(C3)C2C(=O)N1c1ccc(S(=O)(=O)Nc2nccs2)cc1 (centres undefined)	-1	5.2	-3	-2	4	-2	-15	-0.2	-0.5	-1
O=C(O)CCCn1nc(C(F)(F)F)c2c1CCCCC2	-15	6.0	0	3	2	1	-9	-0.3	0.2	5
Cc1ccc(N(C)C(=O)C2CCCN2S(=O)(=O)c2ccc3c(c2)n(C)c(=O)c(=O)n3C)cc1 (centres undefined)	-9	-1.5	-5	-2	2	0	4	-0.2	-0.4	3
O=C(Nc1cnn(Cc2c(Cl)cccc2Cl)c1)C(c1ccccc1)c1ccccc1	-10	0.2	-34	17	3	-1	18	i	-1.5	-5
O=C(CSc1ccccn1)N1CCCC(Nc2ccc(F)c(F)c2)C1 (centres undefined)	-4	2.1	-10	10	3	3	2	i	6.8	-6
C[C@H](CO)N1C[C@H](C)[C@H](CN(C)C(=O)c2ccccc2)OCc2cnnn2CCCC1=O	.	.	.	.	.	-3	-3	-0.4	0.8&1.2&-0.5	2
CCCN1CCN(C(=O)c2cc(COc3ccc(F)c(F)c3)on2)CC1	-5	-3.4	-6	-4	-4	0	0	-5.9	0.9	4
CCC(C)c1ccc(-n2c(=O)c3ccccc3n3c(=S)[nH]nc23)cc1 (centres undefined)	-8	3.5	2	1	1	-4	6	-0.1	.	5
CCOc1cc(/C=N/NC(=O)c2cccs2)ccc1OC(=O)N1CCOCC1	.	1.7	-3	10	1	2	21	-0.4	.	-6
CCCNC(=O)N1[C@H]2CC[C@@H]1C(C(=O)OC)=C(c1cccc(OC)c1OC)C2	8	0.5	-6	.	.	-1	-4	0.8	-1.1	9
Cc1c(Cl)c(C(F)(F)F)nn1CC(=O)NN	8	0.0	0	11	1	-3	-1	i	.	2
O=C(CCN1CCCCO1)N1CCCC(N2CCN(c3ccc(F)cc3)CC2)C1 (centres undefined)	-2	-2.3	1	38	-5	4	8	-6.7	5.2	6
CCN(Cc1ccccc1)S(=O)(=O)c1ccc(C(=O)Nc2nnc(-c3ccccc3OC)o2)cc1	-13	-0.8	-42	21	-2	-5	13	-0.2	-1.9	1
CC(=O)c1ccc2c(c1)OCCOCCOc1ccccc1OCCOCCO2	-11	-2.0	4	27	4	4	2	0.3	1.6	-4
O=C(NCC(=O)N(Cc1ccccc1)C(C(=O)NC1CCCC1)c1ccco1)c1ccco1 (centres undefined)	-21	0.9	3	13	-1	-4	5	i	1.8	0
COCc1cc(C)n(CC(=O)NC(C)c2ccccc2)c(=O)c1C#N (centres undefined)	-7	0.4	-1	10	1	23	26	-0.3	.	-10

Quoted from the listing.
C[C@H](CO)N1C[C@H](C)[C@H](CN(C)C(=O)c2ccccc2)OCc2cnnn2CCCC1=O – FBA Mtb inh = -3
CS(=O)(=O)N1CCN(c2cnn(-c3ccccc3)c(=O)c2Cl)CC1 – FBA Mtb inh = 2
O=C(O)CCCn1nc(C(F)(F)F)c2c1CCCCC2 – FBA Mtb inh = 1
CCN(Cc1ccccc1)S(=O)(=O)c1ccc(C(=O)Nc2nnc(-c3ccccc3OC)o2)cc1 – SSB-PriA inh = -13

2 entries from above, with values under each structure.
Below each SMILES – SSB-PriA inh | UGM FP inh | Rv3671c inh | VHR inh abs | 3CLpro inhibitor | FBA Mtb inh | GDH-TPI counter | BH1578 lux ind | Mtb BioA inh | MazF activator
> CC(=O)c1ccc2c(c1)OCCOCCOc1ccccc1OCCOCCO2
  -11 | -2.0 | 4 | 27 | 4 | 4 | 2 | 0.3 | 1.6 | -4
> O=C(NCC(=O)N(Cc1ccccc1)C(C(=O)NC1CCCC1)c1ccco1)c1ccco1 (centres undefined)
  -21 | 0.9 | 3 | 13 | -1 | -4 | 5 | i | 1.8 | 0

These rows are one share of the data; the hit share may differ from the screen's.
